TcdB inh = blocks C. difficile toxin B glycohydrolase activity. inhibition, % at 9.99 µM. TcdB glycohydrolase enzymatic assay, plate reader. P18177. AID 652162. hit rate 0.24% among 350,000; in the data active = inhibition above about 10%
Target sequence (P18177 whole entry, looked up): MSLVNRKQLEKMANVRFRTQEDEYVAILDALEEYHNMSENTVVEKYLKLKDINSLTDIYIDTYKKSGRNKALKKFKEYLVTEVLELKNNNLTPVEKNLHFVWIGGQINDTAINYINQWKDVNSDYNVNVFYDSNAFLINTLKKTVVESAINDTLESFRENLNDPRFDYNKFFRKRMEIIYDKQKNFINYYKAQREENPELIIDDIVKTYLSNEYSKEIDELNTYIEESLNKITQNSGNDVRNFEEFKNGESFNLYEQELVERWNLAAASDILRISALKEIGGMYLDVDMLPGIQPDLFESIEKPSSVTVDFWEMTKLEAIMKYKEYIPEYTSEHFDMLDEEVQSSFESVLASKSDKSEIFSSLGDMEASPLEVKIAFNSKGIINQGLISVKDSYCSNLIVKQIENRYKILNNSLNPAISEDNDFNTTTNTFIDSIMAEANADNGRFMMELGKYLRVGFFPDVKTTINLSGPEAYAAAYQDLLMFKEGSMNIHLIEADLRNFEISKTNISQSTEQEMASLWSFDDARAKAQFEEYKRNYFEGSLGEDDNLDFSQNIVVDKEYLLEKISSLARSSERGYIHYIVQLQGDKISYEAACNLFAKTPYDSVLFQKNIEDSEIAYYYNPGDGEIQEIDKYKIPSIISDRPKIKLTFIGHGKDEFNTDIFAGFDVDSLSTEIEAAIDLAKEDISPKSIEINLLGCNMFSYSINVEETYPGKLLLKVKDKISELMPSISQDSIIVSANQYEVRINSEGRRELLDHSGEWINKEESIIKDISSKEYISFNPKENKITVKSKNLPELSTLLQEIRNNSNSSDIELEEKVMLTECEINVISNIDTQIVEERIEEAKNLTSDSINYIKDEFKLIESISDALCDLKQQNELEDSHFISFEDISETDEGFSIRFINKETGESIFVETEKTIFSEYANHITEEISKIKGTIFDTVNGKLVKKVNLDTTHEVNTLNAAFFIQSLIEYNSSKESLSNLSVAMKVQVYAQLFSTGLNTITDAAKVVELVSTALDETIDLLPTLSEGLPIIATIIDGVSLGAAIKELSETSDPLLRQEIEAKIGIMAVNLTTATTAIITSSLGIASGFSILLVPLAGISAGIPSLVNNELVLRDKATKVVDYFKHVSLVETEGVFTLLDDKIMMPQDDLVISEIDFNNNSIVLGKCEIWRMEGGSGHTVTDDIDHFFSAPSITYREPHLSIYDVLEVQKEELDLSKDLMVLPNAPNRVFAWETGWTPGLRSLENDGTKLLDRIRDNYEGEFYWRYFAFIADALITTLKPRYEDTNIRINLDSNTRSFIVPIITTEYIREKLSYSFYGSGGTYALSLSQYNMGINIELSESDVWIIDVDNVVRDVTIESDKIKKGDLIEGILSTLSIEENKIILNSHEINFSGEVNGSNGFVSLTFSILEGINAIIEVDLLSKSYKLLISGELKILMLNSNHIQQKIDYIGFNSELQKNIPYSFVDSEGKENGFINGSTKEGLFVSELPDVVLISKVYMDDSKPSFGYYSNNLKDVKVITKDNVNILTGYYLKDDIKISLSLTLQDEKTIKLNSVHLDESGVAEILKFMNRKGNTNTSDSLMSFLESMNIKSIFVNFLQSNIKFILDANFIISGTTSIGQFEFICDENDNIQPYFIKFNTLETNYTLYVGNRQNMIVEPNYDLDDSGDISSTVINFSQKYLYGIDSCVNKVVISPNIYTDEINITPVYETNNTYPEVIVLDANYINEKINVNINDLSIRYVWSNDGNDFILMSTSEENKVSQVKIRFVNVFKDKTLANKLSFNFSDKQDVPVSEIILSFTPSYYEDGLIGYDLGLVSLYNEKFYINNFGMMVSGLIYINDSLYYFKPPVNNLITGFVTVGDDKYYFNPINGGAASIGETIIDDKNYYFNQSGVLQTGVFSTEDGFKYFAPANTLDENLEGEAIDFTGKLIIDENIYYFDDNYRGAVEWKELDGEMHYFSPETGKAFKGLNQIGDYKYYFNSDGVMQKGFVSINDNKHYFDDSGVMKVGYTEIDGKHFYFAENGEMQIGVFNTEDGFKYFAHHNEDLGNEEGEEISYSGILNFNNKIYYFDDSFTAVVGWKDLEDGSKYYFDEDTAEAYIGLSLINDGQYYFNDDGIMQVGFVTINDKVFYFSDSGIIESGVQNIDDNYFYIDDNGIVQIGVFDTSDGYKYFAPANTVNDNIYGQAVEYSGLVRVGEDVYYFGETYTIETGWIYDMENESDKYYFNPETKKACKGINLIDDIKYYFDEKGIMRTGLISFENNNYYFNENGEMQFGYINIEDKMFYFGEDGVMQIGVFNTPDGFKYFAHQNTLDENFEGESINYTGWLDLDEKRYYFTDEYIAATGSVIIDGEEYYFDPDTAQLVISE
3CLpro inhibitor = SARS-CoV 3CLpro protease inhibition; inhibition, % at 6 µM; hit rate 0.14% among 290,000; recombinant SARS-CoV 3CLpro, quenched FRET peptide cleavage; P0C6X7; in the data active = inhibition above about 12%
SSB-PriA inh = inhibitors of Klebsiella pneumoniae PriA binding to SSB C-terminal tail | hit rate 0.6% among 430,000 | inhibition, % at 33 µM | AlphaScreen SSBct-PriA binding, biotinylated peptide; in the data active = inhibition mostly above about 37%, no sharp cut-off; inactive = mostly below about 20%;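 note: plate controls were negative control peptide for no effect and reference peptide for full effect; strong numbers were not always called active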
BH1578 lux ind = inducers of Vibrio cholerae quorum light production without autoinducers; V. cholerae BH1578 lux reporter, luminescence, 6 h; AID 588436; activation, % at 18.7 µM; hit rate 0.16% among 350,000; in the data active = activation mostly above about 9.7%, no sharp cut-off; inconclusive = no clear call, values can overlap the other calls; inactive = mostly below about 3.7%; note: not every result past the cut was called active; inactives centre near 0; reference of the scale not given here
Anthrax LF inh2 = inhibitors of Bacillus anthracis lethal factor protease; multiplex microsphere protease cleavage assay, LF; AID 588501; inhibition, % at 10 µM; hit rate 0.12% among 360,000; P15917; note: plate controls were buffer without enzyme for full effect and enzyme alone for no effect
PfHsp40 rescue = rescue of PfHsp40-mediated yeast toxicity; S. cerevisiae expressing PfHsp40, growth rescue, ATP luminescence; growth rescue, % at 12.5 µM; hit rate 0.68% among 340,000; AID 504582; in the data active = growth rescue above about 28%, passing the limit was not always enough; inconclusive = no clear call, values can overlap the other calls;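 note: yeast W303a lacking pdr1 and pdr3 grown in galactose medium; growth measured after three days at 30 °C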
Y pestis TopoI = inhibitors of Yersinia pestis topoisomerase I | activity, % at 10 µM | Y. pestis Topo-I cleavage product accumulation, plate reader | hit rate 0.064% among 360,000; in the data active = activity above about 50%, passing the limit was not always enough; inconclusive = no clear call, values can overlap the other calls; note: inactives centre near 2
BoNT A protease = BoNT A light chain protease inhibition. multiplex microsphere protease substrate cleavage, flow cytometry. inhibition, % at 10 µM. hit rate 0.17% among 360,000. AID 588499; note: plate controls were buffer without enzyme for full effect and enzyme alone for no effect
PrPC TRFRET = inhibitors of human cell surface prion protein PrPC; hit rate 0.43% among 370,000; inhibition, % at 13.8 µM; TR-FRET read-out; in the data active = inhibition above about 24%; note: 0% = median of the test wells and 100% = reference compound wells
* = called active by the depositor; i = inactive; ? = inconclusive; · = no result given. Cut-off read from the data, not from the text of the source, unless noted: active = inhibition above about 30%; inconclusive = no clear call, values can overlap the other calls; inactive = below that. Not all compounds are listed. The share of hits here may be higher or lower than overall.

SMILES	TcdB inh	3CLpro inhibitor	SSB-PriA inh	BH1578 lux ind	Anthrax LF inh2	PfHsp40 rescue	Y pestis TopoI	BoNT A protease	PrPC TRFRET
O=C(COc1ccc(Cl)cc1)NC1CN2CCC1CC2 (stereo unspecified)	·	0	15	5.9	·	-0.5	-2	·	-6
CCn1c(=O)c(C(=O)NCc2ccccc2)c(O)c2ccccc21	0.2	4	-10	i	48*	4.4	2	-1.3	6
Cc1cccc(CSc2[nH]c(=O)ncc2C)c1	1.5	-9	-10	-0.2	-2	-0.1	10	-0.1	3
COc1cccc(CNC(=O)c2cc3c(cc2Cl)N2CCCCCC2=NS3(=O)=O)c1	-0.1	·	1	i	1	-0.5	8	2.9	-6
CC(NC(=O)c1cccc(S(=O)(=O)N2CCN(Cc3ccccc3)CC2)c1)c1ccccc1Cl (stereo unspecified)	1.0	·	-5	-13	-1	1.9	21	0.0	7
O=C(O)CCCCCN1C(=O)C(O)=C(C(=O)/C=C/c2ccccc2)C1c1ccccc1[N+](=O)[O-] (stereo unspecified)	0.4	6	-14	0.5	-7	-1.1	2	1.6	-6
COc1ccc(-c2noc(CCC(=O)N3CCN(c4cccc(OC)c4)CC3)n2)cc1	0.3	·	7	-0.8	3	2.0	32	-0.4	-4
Cc1cccc(C(=O)Nc2ccc(S(=O)(=O)N3CCOCC3)cc2)c1[N+](=O)[O-]	-0.6	-3	-6	i	20	16	-3	-0.4	7
COc1ccccc1NC(=O)Cn1nc(-c2ccc3c(c2)OCCO3)ccc1=O	2.1	2	-2	1.5	-2	1.0	18	-0.5	-16
CCn1ccc(C(=O)Nc2ccc3c(c2)CCC3)n1	·	-8	-7	1.7	5	-0.6	12	3.5	·
O=C(Nc1nc2ccccc2n1CCN1CCCC1)c1ccc(Cl)cc1	·	3	12	1.3	-2	-0.6	2	-2.9	-6
Oc1ccc(-c2nnc(Nc3cccc(O)c3)c3ccccc23)cc1	0.9	-5	0	-0.2	2	-0.9	1	-0.4	3
COc1ccc(C(=O)N/C(=C\c2cn(S(=O)(=O)N(C)C)c3ccccc23)C(=O)NC(C)C)cc1	0.6	5	-3	-0.2	2	-0.7	14	-0.7	-2
COc1ccc(CN2CCN(C(=O)CN3C(=O)C4C5C=CC(C5)C4C3=O)CC2)c(OC)c1OC (stereo unspecified)	0.0	-2	-9	0.2	2	0.7	-2	1.7	1
COc1ccc(/C=N/N=C2/NC(=O)C(c3ccccc3)(c3ccccc3)S2)cc1	1.6	-1	·	-6.7	-4	-0.2	3	0.6	9
O=C(CNC(=O)c1ccccn1)N/N=C/c1ccc2c(c1)OCO2	-0.3	6	·	-0.2	1	-2.0	-2	-0.5	6
CCOC(=O)[C@@H]1[C@H]2COc3ccccc3[C@H]2N2C(=O)N(c3cccc(F)c3)C(=O)[C@]12C	0.6	1	-2	-0.4	-5	1.5	8	-0.1	-2
CCOc1ccc2nc(NCCNC(=O)c3cc(OC)c(OC)c(OC)c3)c(C#N)cc2c1	1.8	-1	-5	i	-11	1.6	0	2.7	8
CC(=O)Nc1nonc1-c1nc2ccccc2n1CCC#N	-0.1	-2	-13	i	-6	0.0	1	0.0	9
O=C(NC1CCCCC1)C1CN(S(=O)(=O)c2ccccc2)CCN1S(=O)(=O)c1ccccc1 (stereo unspecified)	·	1	-12	i	-2	-0.9	14	-2.4	13

16 compounds out of the list, ordered by molecular weight, high to low:
SMILES	TcdB inh	3CLpro inhibitor	SSB-PriA inh	BH1578 lux ind	Anthrax LF inh2	PfHsp40 rescue	Y pestis TopoI	BoNT A protease	PrPC TRFRET
CC(NC(=O)c1cccc(S(=O)(=O)N2CCN(Cc3ccccc3)CC2)c1)c1ccccc1Cl (stereo unspecified)	1.0	·	-5	-13	-1	1.9	21	0.0	7
O=C(NC1CCCCC1)C1CN(S(=O)(=O)c2ccccc2)CCN1S(=O)(=O)c1ccccc1 (stereo unspecified)	·	1	-12	i	-2	-0.9	14	-2.4	13
COc1ccc(CN2CCN(C(=O)CN3C(=O)C4C5C=CC(C5)C4C3=O)CC2)c(OC)c1OC (stereo unspecified)	0.0	-2	-9	0.2	2	0.7	-2	1.7	1
O=C(O)CCCCCN1C(=O)C(O)=C(C(=O)/C=C/c2ccccc2)C1c1ccccc1[N+](=O)[O-] (stereo unspecified)	0.4	6	-14	0.5	-7	-1.1	2	1.6	-6
COc1cccc(CNC(=O)c2cc3c(cc2Cl)N2CCCCCC2=NS3(=O)=O)c1	-0.1	·	1	i	1	-0.5	8	2.9	-6
CCOC(=O)[C@@H]1[C@H]2COc3ccccc3[C@H]2N2C(=O)N(c3cccc(F)c3)C(=O)[C@]12C	0.6	1	-2	-0.4	-5	1.5	8	-0.1	-2
Cc1cccc(C(=O)Nc2ccc(S(=O)(=O)N3CCOCC3)cc2)c1[N+](=O)[O-]	-0.6	-3	-6	i	20	16	-3	-0.4	7
COc1ccc(/C=N/N=C2/NC(=O)C(c3ccccc3)(c3ccccc3)S2)cc1	1.6	-1	·	-6.7	-4	-0.2	3	0.6	9
COc1ccccc1NC(=O)Cn1nc(-c2ccc3c(c2)OCCO3)ccc1=O	2.1	2	-2	1.5	-2	1.0	18	-0.5	-16
O=C(Nc1nc2ccccc2n1CCN1CCCC1)c1ccc(Cl)cc1	·	3	12	1.3	-2	-0.6	2	-2.9	-6
Oc1ccc(-c2nnc(Nc3cccc(O)c3)c3ccccc23)cc1	0.9	-5	0	-0.2	2	-0.9	1	-0.4	3
O=C(CNC(=O)c1ccccn1)N/N=C/c1ccc2c(c1)OCO2	-0.3	6	·	-0.2	1	-2.0	-2	-0.5	6
CCn1c(=O)c(C(=O)NCc2ccccc2)c(O)c2ccccc21	0.2	4	-10	i	48*	4.4	2	-1.3	6
CC(=O)Nc1nonc1-c1nc2ccccc2n1CCC#N	-0.1	-2	-13	i	-6	0.0	1	0.0	9
CCn1ccc(C(=O)Nc2ccc3c(c2)CCC3)n1	·	-8	-7	1.7	5	-0.6	12	3.5	·
Cc1cccc(CSc2[nH]c(=O)ncc2C)c1	1.5	-9	-10	-0.2	-2	-0.1	10	-0.1	3

Next compounds.
SMILES	TcdB inh	3CLpro inhibitor	SSB-PriA inh	BH1578 lux ind	Anthrax LF inh2	PfHsp40 rescue	Y pestis TopoI	BoNT A protease	PrPC TRFRET
CNC(=S)Nc1cc(OC)c(NC(=O)c2ccco2)cc1OC	2.5	2	-1	-0.8	-2	-1.1	3	-1.5	0
Cc1cc(C)n(CCN(C)C(=O)c2cc(COc3c(F)cccc3F)on2)n1	-0.8	1	9	-0.6	0	0.0	-1	-0.3	0
CCOC(=O)c1ccccc1N1C(=O)CSC1=S	-0.6	-2	-18	i	2	-2.0	4	5.6	-10
COC(=O)C(NC(C)=O)(Nc1ccc(C)cn1)C(F)(F)F (stereo unspecified)	-0.5	-5	1	-3.5	·	-0.7	-12	·	-2
Cc1noc(C)c1COc1ccccc1C(=O)N1CCN(c2cccc(Cl)c2)CC1	0.2	·	0	i	0	-0.1	-11	2.0	9
Cc1ccc(C(=O)Cn2c(-c3ccccc3)noc2=O)cc1	1.0	1	-12	i	-2	-1.6	0	-1.1	16
COc1cc(Cl)c(S(=O)(=O)NCCCN2CCOCC2)cc1Cl	·	2	-2	-0.6	-4	-0.6	-3	?	-2
Cc1cc(O)ccc1Nc1nc(-c2cccnc2)cs1	0.4	-3	-8	i	13	-0.3	3	3.3	-10
CC(=O)NC1CCN(CC(=O)Nc2cccc([N+](=O)[O-])c2)CC1	1.4	0	-15	0.4	1	-0.8	0	-0.2	-15
CCOC(=O)c1cnn(-c2cc(C)nc3c(-c4ccccc4)c(C)nn23)c1N	·	-3	-11	-0.3	-1	0.2	7	-0.2	2
CCOc1ccc(NC(=S)Nc2ccc(OC)cc2)cc1	0.9	-1	5	-0.3	-1	-0.6	2	-0.4	1
Cc1ccnc(NS(=O)(=O)c2ccc(NS(=O)(=O)c3cccs3)cc2)n1	·	2	-9	-0.4	-1	-0.1	3	0.1	4
COc1ccc(C(=O)NNC(=O)C(=O)/C=C(\O)c2ccc(C)cc2)cc1	-0.4	4	·	i	-10	5.3	-7	0.4	-1
COc1ccc(CCN2C(=O)c3cccc4c(C(=O)N5CCCCC5)ccc(c34)C2=O)cc1OC	-1.1	-2	-6	-0.3	1	1.3	23	-0.4	-9
CCn1c(SCC(=O)NCCc2ccccc2)nnc1-c1cccs1	·	4	1	0.7	-3	-0.6	2	-0.7	2
O=C(NN=Cc1ccc(N(CCCl)CCCl)cc1)c1cccc([N+](=O)[O-])c1	0.7	·	-10	i	-4	1.1	1	-0.2	-8
COc1cccc(NC(=O)N2CCN(C(=O)C(Cc3ccc(OC)c(OC)c3)NC(C)=O)CC2)c1 (stereo unspecified)	1.4	2	-1	-2.7	-7	-1.3	0	?	·
CSc1ccc(CN2CCC(C)(Oc3ccccc3F)C2)cc1 (stereo unspecified)	0.3	·	·	-0.4	-4	·	14	-1.4	-7
CC12CCC(=O)N1C(C(=O)NCCN1C(=O)S/C(=C\c3ccccc3F)C1=O)CS2 (stereo unspecified)	1.8	·	-8	2.9	-3	-1.3	18	5.7	3
O=C(CC(Nc1cccc(Cl)c1Cl)C(=O)O)c1ccccc1 (stereo unspecified)	-0.5	-2	1	-0.4	-1	1.6	8	-1.2	8
CC(=O)OCCc1[nH]c2ccccc2c1C	1.8	-8	-2	i	2	0.6	6	0.5	2
Cc1ccc(NS(=O)(=O)c2ccc3c(c2)oc(=O)n3C)cc1	1.0	7	-12	-0.7	-9	-0.8	2	-1.3	4
CC(C)n1ncc2c(C(=O)NCc3ccccc3CN(C)C)cc(C3CC3)nc21	-2.2	·	1	-0.3	-5	-1.7	6	0.6	-13
COc1ccc(C(=O)NC(=S)Nc2ccc(Cl)cn2)cc1OC	0.4	1	-4	i	0	1.5	17	-0.3	-2
CN1CCN(CC(O)Cn2c3ccccc3c3ccccc32)CC1 (stereo unspecified)	0.2	2	-17	0.8	3	-1.5	-3	1.5	4
Cc1cc(SCC#N)n2nc(C)c(-c3ccc(Cl)cc3)c2n1	·	2	-23	-0.4	-2	0.3	5	-1.1	3
O=C(c1cc(Cl)ccc1O)N1CCN(S(=O)(=O)Cc2ccccc2)CC1	0.5	·	-15	i	?	0.0	2	3.8	-6
COc1cccc(OC)c1C(=O)Nc1ccc(N2CCN(C(=O)c3cccs3)CC2)cc1	1.7	-5	6	-6.4	-3	0.4	20	-1.0	2
Cc1cc(C(=O)COC(=O)c2ccc(O)cc2)c(C)n1CC1COc2ccccc2O1 (stereo unspecified)	0.7	4	6	-1.8	-1	2.8	-6	-1.0	2
NC(=O)C(=O)N/N=C/c1cccc(C(F)(F)F)c1	0.7	6	·	-0.9	-3	-0.3	9	-0.2	4
Cn1c(=NCC(O)COc2ccccc2)sc2ccccc21 (stereo unspecified)	·	0	-7	i	2	-0.7	18	0.5	-1
CC1COC(Cn2c3ccccc3c3ccccc32)O1 (stereo unspecified)	0.9	1	-14	i	-32	1.8	4	?	2
COc1ccc(CCC(N)=O)cc1OC	·	-4	-10	i	-7	0.6	-4	-1.1	2
CCCCn1c(N)c(N(CC(C)C)C(=O)C2CCCO2)c(=O)[nH]c1=O (stereo unspecified)	3.1	·	3	-10	?	-1.3	2	0.3	-3
CCOc1cc(C2C(C(=O)OC(C)C)=C(C)N=C3SCCC(=O)N32)ccc1OC(C)=O (stereo unspecified)	·	1	-10	14	6	-0.6	-1	-1.4	-1
CC1(C)CC(N(Cc2ccc(F)cc2)C(=O)c2ccc(F)cc2)CCO1 (stereo unspecified)	-0.5	4	-6	0.1	3	-1.3	3	-0.7	3

Sorted by heavy-atom count (low to high): some entries from above.
SMILES	TcdB inh	3CLpro inhibitor	SSB-PriA inh	BH1578 lux ind	Anthrax LF inh2	PfHsp40 rescue	Y pestis TopoI	BoNT A protease	PrPC TRFRET
COc1ccc(CCC(N)=O)cc1OC	·	-4	-10	i	-7	0.6	-4	-1.1	2
COc1ccc(C(=O)NC(=S)Nc2ccc(Cl)cn2)cc1OC	0.4	1	-4	i	0	1.5	17	-0.3	-2
COc1ccc(CN2CCN(C(=O)CN3C(=O)C4C5C=CC(C5)C4C3=O)CC2)c(OC)c1OC (stereo unspecified)	0.0	-2	-9	0.2	2	0.7	-2	1.7	1

Source: PubChem BioAssay
